Pf growth 96h: P. falciparum growth inhibition at 96 hours. 6.9% of 320,000 active. P. falciparum luciferase reporter growth, 96 h. Potency, µM (series often up to 28.7 µM), without a hit: at the highest dose activity change, negative = inhibition, usual class: inhibitors. AID 504834; also: potency is read from the fitted curve at half-maximal effect; % is scaled to controls: 0 for no effect and ±100 for the full control effect
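Erythrocytes infected with luciferase-expressing P. falciparum were dispensed at 2% hematocrit and 0.05% parasitemia (final), then incubated with compounds 96 hours at 37 C in 5% CO2. Luminescence after detection reagent addition reported growth.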
CHX counter: counter-screen hit for Shiga toxin inhibitors, cycloheximide; 12% of 300,000 active; cell reporter, cycloheximide protein synthesis inhibition counterscreen; max response, %; in the data active = max response mostly above about 13%, no sharp cut-off; inactive = mostly below about 14%; also: read at 38.3 µM for the half of the compounds with a filed dose; 0% is about no effect
Pf growth 48h: P. falciparum growth inhibition at 48 hours (one generation) | P. falciparum luciferase growth in erythrocytes, 48 h | Potency, µM (top dose mostly 28.7 µM), for inactives: at the highest dose activity change, negative = inhibition, most hits filed as inhibitors | 5.9% of 310,000 active; also: potency is read from the fitted curve at half-maximal effect; % is scaled to controls: 0 for no effect and ±100 for the full control effect
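Parasite viability was followed by luminescence of a genomically integrated firefly luciferase. Cultures held 0.1% parasitemia at 2% hematocrit (final), incubated under 5% CO2 at 37 C.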
LmPK inh: LmPK (Leishmania mexicana) enzyme inhibition; Q27686; purified LmPK, Kinase-Glo ATP luminescence, 1 h; Potency, µM (doses to about 57.5 µM), for the others: at the highest dose activity change, negative = inhibition, hits mostly inhibitors; 0.37% of 290,000 active; AID 1721; also: potency is read from the fitted curve at half-maximal effect; % is scaled to controls: 0 for no effect and ±100 for the full control effect
Target sequence (Q27686 whole entry, looked up): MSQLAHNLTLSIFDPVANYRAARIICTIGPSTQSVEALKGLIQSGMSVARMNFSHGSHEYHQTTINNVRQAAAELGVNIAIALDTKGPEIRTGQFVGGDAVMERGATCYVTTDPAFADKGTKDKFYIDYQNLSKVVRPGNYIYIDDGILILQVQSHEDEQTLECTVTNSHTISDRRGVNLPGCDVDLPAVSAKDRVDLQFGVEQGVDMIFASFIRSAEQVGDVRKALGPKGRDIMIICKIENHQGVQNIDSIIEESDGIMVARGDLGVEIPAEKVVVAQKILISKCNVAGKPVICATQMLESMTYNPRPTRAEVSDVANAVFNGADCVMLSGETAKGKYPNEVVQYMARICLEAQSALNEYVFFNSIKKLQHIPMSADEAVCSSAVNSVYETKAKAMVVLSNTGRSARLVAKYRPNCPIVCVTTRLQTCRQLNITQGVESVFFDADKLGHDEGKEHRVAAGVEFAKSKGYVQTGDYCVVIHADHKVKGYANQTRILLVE
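Screened at intermediate enzyme activity to detect both inhibitors and activators: LmPK at 0.1 nM, with a 0.5 nM enzyme column as activation reference. PEP 0.5 mM, ADP 0.1 mM; ATP detected by luminescence after 1 h.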
Tb PYK inh: T. brucei pyruvate kinase inhibition; AID 624173; Q57TT1; 0.12% of 410,000 active; Potency, µM (series often up to 76.8 µM), without a hit: top-dose activity, negative = inhibition, most hits filed as inhibitors; TbPYK enzyme, Kinase-Glo Plus ATP luminescence, 45 min; also: potency is read from the fitted curve at half-maximal effect; % is scaled to controls: 0 for no effect and ±100 for the full control effect; nearly all actives have a fitted effect of over 50% in size
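Assay buffer: 50 mM TEA pH 7.2, 100 mM KCl, 10 mM MgCl2, 0.05% BSA, 0.01% Tween-20. Pyruvate kinase from T. brucei plus substrate met compound, then ADP (130 uM final). Luminescence was read post 45 min RT.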
Shiga toxin inh: inhibitors of Shiga toxin in Vero cells; 9.2% of 290,000 active; AID 2315; Vero cells, Shiga toxin protein synthesis inhibition reporter; inhibition, % at 38.7 µM; in the data active = inhibition mostly above about 28%, no sharp cut-off; inactive = mostly below about 43%; also: 0% is about no effect
AMA1 RON2 block: AMA1-RON2 (P. falciparum) interaction inhibition; AlphaScreen AMA1-biotinylated RON2 peptide binding; 0.2% of 360,000 active; AID 720542; Potency, µM (doses to about 58.2 µM), for the others: top-dose activity change, negative = inhibition, actives largely listed as inhibitors;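 also: potency is read from the fitted curve at half-maximal effect; 0% = vehicle wells and -100% = peptide control; nearly all actives have a fitted effect of over 45% in size; some results filed as inactive show a strong effect at the top dose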
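AMA1 (3D7) with his tag at 25 nM final met compounds first, then biotinylated RON2 peptide at 25 nM; detection used donor plus acceptor beads, 10 µg/mL apiece, read by AlphaScreen after 30 min at room temperature.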
Starred values were filed as active, the others as inactive; ? = inconclusive; · = no result given; [ ] = another dose, or the depositor's remark. Unless noted, calls follow the shape of the dose curve; as a rule, active = well fitted curve in the direction sought with a large enough effect; inconclusive = small, poorly fitted or top-dose-only effect, or another doubt; inactive = no such curve, though single readings can be large; an effect the other way counts as inactive or inconclusive. Random draw from the library; 21% or so of the library scored in one or more.

SMILES | Pf growth 96h | CHX counter | Pf growth 48h | LmPK inh | Tb PYK inh | Shiga toxin inh | AMA1 RON2 block
CN(CC(=O)Nc1ccc(Cl)c(Cl)c1)C(=O)c1cccc2cccnc12 | 20% | · | ? | · | 6% | · | 5%
COc1ccccc1CCC(=O)OCC(=O)Nc1ccc2[nH]c(=O)[nH]c2c1 | -1% | · | -2% | · | 4% | · | -14%
O=C(Cc1ccc([N+](=O)[O-])cc1)N1CCN(c2ccc([N+](=O)[O-])cc2)CC1 | -26% | 0 | ? | 0% | -14% | -1 | 5%
COc1ccc([N+](=O)[O-])cc1NC(=O)CCN1CCOCC1 | 1% | -1 | -3%[0.00184 µM] | 5% | -4% | -6 | 3%
COc1ccc(C(=O)NC(=S)N2CCCCC2)cc1 | -3% | 19* | · | 1% | -20% | 40* | 98%[activator]
Cc1cc(C)nc(SCc2nnc(SCC(=O)OC3CCCCC3)o2)n1 | 10% | -4 | -17% | -2% | 0% | -15 | 16%
CCc1cc(OCCOCCN(C)C)ccc1Cl | 12% | 0 | -16% | -4% | 43%[activator] | -11 | ?
CCc1ccc2[nH]c(=O)c(CN(Cc3nnnn3C3CCCC3)C3CCCCC3)cc2c1 | 1% | -2 | 8.3µM* | 1% | 0% | -14 | -9%
COc1ccc(/C=N/NC(=O)c2ccccc2)cc1CN1CCN(c2ccc(F)cc2)CC1 | 12% | 12* | 3% | 1% | -13% | 25 | -6%
Cc1oc(-c2ccccc2F)nc1CS(=O)CC(=O)NC1CCCCC1 (centres undefined) | 18% | -2 | 0% | -1% | 0% | 5 | 2%
O=C(O)C1CCCC[C@H]1C(=O)Nc1ncc([N+](=O)[O-])s1 (some centres undefined) | 22% | · | 8% | · | -6% | · | 38%[activator]
Cc1cnc(C(=O)N2CCCC(C(=O)c3ccc(C(F)(F)F)cc3)C2)cn1 (centres undefined) | ? | -6 | -15% | 4% | -1% | 6 | -1%
CCn1c(SCC(=O)OCc2ccccc2)nnc1-c1ccco1 | -27% | -3 | 13% | -3% | -28% | -18 | 2%
CCN(CC)c1ccc(/C=N/NS(=O)(=O)c2cccc([N+](=O)[O-])c2)cc1 | 0% | 9 | 0% | 3% | -15% | 7 | -25%
NS(=O)(=O)c1ccc(CCN=Cc2ccccc2O)cc1 | 14% | -3 | 8% | -18% | -1% | 8 | 0%
O=C(Nc1ccc(S(=O)(=O)NCc2cccnc2)cc1)c1ccco1 | -20% | -1 | -25% | -8% | -1% | 9 | 12%
O=C(Cc1ccc([N+](=O)[O-])cc1)N1CCCc2ccccc21 | ? | 21 | ? | 4% | 0% | 31 | -4%
O=P(O)(O)/C=C(\Cl)c1ccccc1 | -5% | -5 | 21% | 0% | -12% | -20 | -3%
CC(C)OC(=O)c1cccnc1N1CCN(c2cccc(Cl)c2)CC1 | -15% | -1 | ? | -2% | -6% | 20 | 14%
O=C(Cn1ccc2ccccc2c1=O)NCCC(=O)N1CCN(c2cccc(C(F)(F)F)c2)CC1 | 79%[activator] | -4 | -1% | 3% | 6% | -4 | -8%

Among those listed so far, these contain fluorine:
SMILES | Pf growth 96h | CHX counter | Pf growth 48h | LmPK inh | Tb PYK inh | Shiga toxin inh | AMA1 RON2 block
COc1ccc(/C=N/NC(=O)c2ccccc2)cc1CN1CCN(c2ccc(F)cc2)CC1 | 12% | 12* | 3% | 1% | -13% | 25 | -6%
Cc1oc(-c2ccccc2F)nc1CS(=O)CC(=O)NC1CCCCC1 (centres undefined) | 18% | -2 | 0% | -1% | 0% | 5 | 2%
Cc1cnc(C(=O)N2CCCC(C(=O)c3ccc(C(F)(F)F)cc3)C2)cn1 (centres undefined) | ? | -6 | -15% | 4% | -1% | 6 | -1%
O=C(Cn1ccc2ccccc2c1=O)NCCC(=O)N1CCN(c2cccc(C(F)(F)F)c2)CC1 | 79%[activator] | -4 | -1% | 3% | 6% | -4 | -8%

(cont.)
SMILES | Pf growth 96h | CHX counter | Pf growth 48h | LmPK inh | Tb PYK inh | Shiga toxin inh | AMA1 RON2 block
Cc1nc2c(C)cccn2c(=O)c1NC(=O)c1cccc2ccccc12 | 1% | · | -12% | · | 2% | · | 9%
COc1ccc(C(=O)Nc2ncccc2C)cc1S(=O)(=O)N1CCCc2ccccc21 | 23% | · | -14% | · | ? | · | -5%
Cc1cccc(NC2=C/C(=N/S(=O)(=O)c3cccs3)c3ccccc3C2=O)c1 | -9% | 14* | 0.52µM* | -15% | -30% | 26 | ?
COc1ccccc1CCc1nnc(N)s1 | 1% | -1 | -2% | -1% | -5% | -3 | 7%
Cc1ccc(NC(=O)c2cc([N+](=O)[O-])ccc2NCc2cccnc2)cc1Cl | 2.1µM* | 5 | 5.9µM* | 3% | 5% | 72 | -7%
COc1ccccc1NC(=O)CSc1nnc(Cn2c(=O)sc3ccccc32)n1C | ? | -5 | -9% | 3% | -8% | -6 | -17%
C#CCOCCOCCOCCNc1nc(N2CCN(C(=O)[C@H]([C@@H](C)CC)n3cc(CCCN=C(N)N)nn3)CC2)nc(N2CCN(C(=O)[C@H]([C@@H](C)CC)n3cc(CCCN=C(N)N)nn3)CC2)n1 | 0.93µM* | -5 | ? | 2% | · | 19 | ·
O=S(=O)(Cc1ccc(Cl)cc1)N1CCN(Cc2ccc3c(c2)OCO3)CC1 | 39%[activator] | 1 | 3% | 5% | -2% | 24 | -10%
Cn1nnnc1Sc1ncnc2scc(-c3ccccc3)c12 | -3% | 2 | 12µM* | 5% | -2% | 4 | 3%
COc1ccc(NC(=O)NCc2cccnc2)cc1OC | · | -3 | -15% | 5% | 0% | -2 | -4%
CCN(CC)S(=O)(=O)c1ccc2[nH]cc(C(=O)NCCCN3CCCCC3C)c(=O)c2c1 (centres undefined) | · | 1 | 10µM* | -5% | 2% | -11 | -3%
Cc1csc(=O)n1CC(=O)OCC(=O)Nc1ccc(Cl)cc1F | 20% | · | 1% | · | 2% | · | 14%
NS(=O)(=O)c1ccc(CCNC(=O)CN2CCN(c3ccccc3O)CC2)cc1 | -14% | -1 | -12% | 0% | 5% | -9 | 9%
O=C(NC1CCCCC1)C(c1ccccc1)N(C(=O)Cc1ccsc1)c1ccccc1 (centres undefined) | 26% | -1 | -8% | 2% | 7% | 9 | 5%
Cc1nc(NC(=O)c2ccc([N+](=O)[O-])cc2Cl)sc1C(=O)N(C)C | -26% | -3 | 6% | -3% | ? | 12 | 12%
Cc1ccc(S(=O)(=O)N2CCCC2C(=O)NCc2ccccc2F)cc1 (centres undefined) | -24% | -1 | ? | -2% | 3% | -11 | 7%
CCN(Cc1ccccc1)C(=O)CSc1nncn1C | 10% | 1 | -1% | 3% | -7% | 6 | -11%
CN(CC(=O)Nc1ccccc1F)CC(=O)Nc1ccccc1Br | 46%[activator] | 28 | 4% | -2% | 6% | 13 | 94%[activator]
CC(NC(=O)OCc1ccccc1)C(=O)Oc1cc2oc(=O)cc(-c3ccccc3)c2cc1Cl (centres undefined) | -29% | -4 | 10% | -1% | -1% | -14 | -10%
C=C1C2(C(=O)NCc3ccco3)CCC(C2)C1(C)C (centres undefined) | 148%[activator] | -3 | -1% | 2% | 2% | -3 | -6%
CCNc1nc(NC(C)C)nc(OCCNS(=O)(=O)c2cc(C)ccc2C)n1 | 9% | -6 | ? | 1% | -11% | 3 | 1%
O=C1C=CN(C(=O)Oc2ccccc2)CC1 | 17% | -2 | 29% | -2% | 1% | -18 | 3%
CCCn1c(NC(=O)C2CCN(S(=O)(=O)c3cccs3)CC2)nc2ccccc21 | 71%[activator] | 0 | 10µM* | 3% | 3% | -22 | 96%[activator]
CCc1ccc(CNC(=O)C2CCN(S(=O)(=O)N3CCCC3)CC2)cc1 | -34% | -2 | 14% | 5% | 0% | 1 | 8%
CCC(NC(=S)Nc1ccccc1)C(=O)O (centres undefined) | 20% | -3 | 3% | 2% | 0% | -6 | 26%
O=C(CSc1nnc2c(Cl)cc(C(F)(F)F)cn12)Nc1ccc2c(c1)OCO2 | · | 6 | ? | -2% | -1% | -10 | -13%
CCc1nnc(NS(=O)(=O)c2ccc(NC(=S)NC(=O)/C=C/c3ccc(C(C)C)cc3)cc2)s1 | 8% | -1 | -24% | 0% | -2% | -3 | 43%[activator]
CCC(=O)N/C(=N/c1nc(C)cc(C)n1)Nc1ccc(OC)cc1 | 15µM* | -4 | -19% | -2% | 1% | 2 | 14%
COCCCNC(=S)N(CCN(C)C)Cc1cc2cc3c(cc2[nH]c1=O)OCCO3 | ? | 7 | -22% | 5% | -3% | · | 17%
CCCNC(=O)C(Cc1ccccc1)NC(=O)c1ccc(-c2ccccc2)cc1 (centres undefined) | 1.5µM* | · | 0% | · | 3% | · | 25%
COc1ccc(CN2CCCC(C(=O)N3CCc4ccccc4C3)C2)cc1OC (centres undefined) | ? | -4 | -12% | -1% | -4% | -9 | -25%
CCOC(=O)c1sc2nc(C)nc(NCc3cccnc3)c2c1C | ? | 2 | ? | -13% | 0% | -19 | 5%
CCCCn1c(SCC(=O)OCC)nc2c1c(=O)[nH]c(=O)n2C | 0% | -6 | 1% | 3% | -8% | -14 | 5%
CC1=NN(c2ccc([N+](=O)[O-])cc2)C(=O)/C1=C\N(C)C | 7.4µM* | 22* | 21% | 16µM* | -19% | 18 | -4%[2.32 µM]

Of the compounds above, these have two or more sulfur atoms.
SMILES | Pf growth 96h | CHX counter | Pf growth 48h | LmPK inh | Tb PYK inh | Shiga toxin inh | AMA1 RON2 block
Cc1cc(C)nc(SCc2nnc(SCC(=O)OC3CCCCC3)o2)n1 | 10% | -4 | -17% | -2% | 0% | -15 | 16%
Cc1cccc(NC2=C/C(=N/S(=O)(=O)c3cccs3)c3ccccc3C2=O)c1 | -9% | 14* | 0.52µM* | -15% | -30% | 26 | ?
COc1ccccc1NC(=O)CSc1nnc(Cn2c(=O)sc3ccccc32)n1C | ? | -5 | -9% | 3% | -8% | -6 | -17%
Cn1nnnc1Sc1ncnc2scc(-c3ccccc3)c12 | -3% | 2 | 12µM* | 5% | -2% | 4 | 3%
CCCn1c(NC(=O)C2CCN(S(=O)(=O)c3cccs3)CC2)nc2ccccc21 | 71%[activator] | 0 | 10µM* | 3% | 3% | -22 | 96%[activator]
CCc1nnc(NS(=O)(=O)c2ccc(NC(=S)NC(=O)/C=C/c3ccc(C(C)C)cc3)cc2)s1 | 8% | -1 | -24% | 0% | -2% | -3 | 43%[activator]

As entered above.
Under Tb PYK inh, `CCCn1c(NC(=O)C2CCN(S(=O)(=O)c3cccs3)CC2)nc2ccccc21` is entered as 3%
Under Shiga toxin inh, `CCC(NC(=S)Nc1ccccc1)C(=O)O` (centres undefined) is entered as -6
Under CHX counter, `NS(=O)(=O)c1ccc(CCNC(=O)CN2CCN(c3ccccc3O)CC2)cc1` is entered as -1
Under Tb PYK inh, `O=C(NC1CCCCC1)C(c1ccccc1)N(C(=O)Cc1ccsc1)c1ccccc1` (centres undefined) is entered as 7%
